Screens from PubChem.
K1F lysis inhibition = inhibition of K1F phage lysis, E. coli UTI89, bacterial capsule biogenesis inhibitors, alamar blue (AID 488966). E. coli UTI89 K1F phage lysis, alamar blue, 2 h; higher % means a stronger effect. inhibition, % at 100 µM; hits with a dose series show IC50 in µM. hit rate 0.02% among 340,000;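 active = phage lysis inhibition, versus mean bacterial control, above a set limit; inconclusive = no clear call, values can overlap the other calls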;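 also: capsule biogenesis inhibitors block K1F phage lysis so surviving cells raise fluorescence; higher fluorescence means more inhibition of phage lysis; actives were called in the ten point dose series up to 300 µM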
Rac1 GTP hydrolysis = MgcRacGAP GTPase-activating activity inhibitors, confirmation, biochemical, ADP Hunter fluorescence | hit rate 0.6% among 340,000 | Rac GTPase-activating protein 1 (Homo sapiens) | AID 624330, 2012 | MgcRacGAP-stimulated Rac1 GTP hydrolysis, ADP Hunter fluorescence; higher % means a stronger effect; GST-tagged Rac1 F28L mutant substrate | one-dose inhibition, % at 30 µM; IC50 in µM for titrated hits;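 active = first-screen hits whose inhibition reached a set limit at any dose in the follow-up dose series; inconclusive = inhibition above the set first-screen limit but never retested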;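 also: fluorescence reports GDP produced by GAP-driven GTP hydrolysis; strong numbers were not always called active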
Myeloid diff 2 = induction of myeloid progenitor differentiation, primary screen, cell-based, flow cytometry, MLPCN library; hit rate 1% among 360,000; AID 624256, 2012; calls only at 10 µM; ER-HoxA9 myeloid progenitors, lysozyme-GFP differentiation;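 active = normalized GFP-positive differentiation at or above the plate's own cutoff, the solvent-only control mean plus 3 SD; inconclusive = no clear call, values can overlap the other calls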;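 also: cells exposed to compound for four days before flow analysis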
Myeloid diff 2 GFP+ MAC1+ % = further read-out of Myeloid diff 2, marked with its call; GFP+ MAC1+ double positive, %; measured here: differentiation confirmed by MAC1 staining
The depositor's hits bear a star; i = inactive; ? = inconclusive; . = no result given; + = active, no number; [ ] = dose if it differs, or a comment.

SMILES | K1F lysis inhibition | Rac1 GTP hydrolysis | Myeloid diff 2 | Myeloid diff 2 GFP+ MAC1+ %
COc1ccc2c(c1)/C(=C\c1cccc(/C=C3/C(=O)Nc4ccc(OC)cc43)n1)C(=O)N2 | 1.9% | 10.7% | ? | .
O=C(O)C1C2OC3C(OC(=O)C31)C2Br (stereo not drawn) | 1.4% | 1.4% | i | 0.8
Cn1ncc2c(NCCc3ccccc3)nc(Cl)nc21 | -0.1% | 6.9% | i | 0.0
O=C(O)C1OCC2(CO1)COC(C(=O)O)OC2 (stereo not drawn) | 2.4% | -3.5% | i | 0.9
CCOC(=O)C(=O)Cc1nc(OCc2ccccc2)cc(OCc2ccccc2)n1 | 0.6% | -1.6% | i | 0.7
CN(C)c1ccc(C=c2c3ccccc3n3c2c2c([n+]3C)CCCC2)cc1 | -1.6% | 38.3µM* | ? | .
CN(C)c1nc2c(N)ncnc2n1C1OC(CO)C(O)C1O (stereo not drawn) | -1.1% | 1.2% | i | 0.3
CN(C(=O)c1ccc(NC(=O)Cc2cccc(NC(=O)C3CCCN(C(=O)c4ccccc4)C3)c2)cc1)C1CC1 (stereo not drawn) | 0.0% | 6.7% | i | 0.6
CN(C(=O)c1ccc(NC(=O)Cc2ccc(NC(=O)C3CCCN(S(=O)(=O)c4cccc([N+](=O)[O-])c4)C3)cc2)cc1)C1CCCC1 (stereo not drawn) | 0.4% | 1.7% | i | 0.4
S=C(c1cccs1)N1CCN(c2ccccc2)CC1 | -1.9% | 12.9% | i | 1.0
N=C(N)SCc1ccc(Cl)c2ccccc12 | i | 11.0% | i | 3.5
C=CCn1c(=O)/c(=C/c2ccc(Cl)cc2)s/c1=C(\C#N)c1nnc2n1CCCCC2 | 0.8% | 0.5% | i | 0.2
CN(Cc1ccccc1)C(=O)c1ccc(NC(=O)Cc2ccc(NC(=O)C3CCCN(C(=O)C4CC4)C3)cc2)cc1 (stereo not drawn) | 0.1% | 5.1% | i | 0.5
O=C(Cc1ccc(NC(=O)C2CCN(C(=O)C3CCCCC3)CC2)cc1)Nc1ccc(C(=O)N2CCOCC2)cc1 | 0.2% | 5.8% | i | 0.4
O=C(NC1CCCc2ccccc21)c1cccc(F)c1 (stereo not drawn) | -0.3% | 3.4% | i | 0.7
Cc1cc2c(SCC(=O)Nc3cccc(O)c3)ncnc2s1 | -0.2% | 18.7% | + | 5.8*
Nc1cc(OCc2ccccc2)ccc1OCc1ccccc1 | -2.0% | 4.2% | i | 0.4
c1ccc(NN=C2c3ccccc3-c3ccccc32)cc1 | -0.2% | 1.2% | i | 0.5
CN(C(=O)c1cccc(NC(=O)Cc2cccc(NC(=O)C3CCCN(C(=O)C4CCCC4)C3)c2)c1)C1CCC1 (stereo not drawn) | 0.1% | 3.8% | i | 1.9
CCN1CCN(c2ccc(S(=O)(=O)N3CCOCC3)cc2NC(=O)C2CCC(C(C)(C)C)CC2)CC1 (stereo not drawn) | 0.5%[50 µM] | 2.0% | i | 0.5
CC(C)(COC(=O)C(c1ccccc1)c1ccccc1)CN1CCOCC1 | 0.6% | -3.4% | i | 0.3
Nc1nc2ccc(Cl)cc2o1 | 2.9% | 0.0% | i | 0.6
COc1ccc(CCNC(=O)COc2cc(C)cc3oc(=O)c(C)c(C)c23)cc1OC | -0.7% | -6.9% | i | 2.7
Nc1cc(N)c2c(c1)C(=O)c1ccccc1-2 | 1.7% | 27.0% | i | 0.6
O=C1NCCN(CC2CCN(CCC3CCCC3)CC2)C1=O | 0.2% | 10.4% | i | 2.0
COc1ccc([N+](=O)[O-])c(O)c1C(C)=O | -3.2% | 2.4% | i | 0.8
CSc1nc(N)c2cn[nH]c2n1 | 1.0% | -1.4% | i | 0.3
NC(=O)C1(NC2CCCCC2)CCN(Cc2ccccc2)CC1 | 0.4% | -0.7% | i | 0.6
CC1C(C)N(C(=O)CCCl)c2ccccc2N1C(=O)CCCl (stereo not drawn) | -1.0% | 2.0% | i | 0.5
CC(C)(C)OC(=O)N1CCCC(C(=O)Nc2ccc(C(=O)NC3CC3)cc2)C1 (stereo not drawn) | 0.2% | 7.3% | i | 0.4
O=C1C(=O)c2c(ccc3ccccc23)-c2ccccc21 | 0.0% | -1.2% | ? | .
CCC(c1ccc(O)c(O)c1)C(CC)c1ccc(O)c(O)c1 (stereo not drawn) | -3.9% | -61.2% | ? | .
COC(=O)C1CCN(C(=O)C2CC(=O)N(c3ccc(C)c(Cl)c3)C2)CC1 (stereo not drawn) | 0.7% | 6.1% | i | 0.6
[O-]C1=N[N+](=C(c2ccccc2)c2ccccc2)C1 | 0.2% | 5.1% | i | 0.5
CCOc1ccc(CCN2C(=O)C(=O)N([C@@H](CC(C)C)CN3CCC[C@@H]3CN3C(=O)C(=O)NC[C@@H]3Cc3ccccc3)C[C@@H]2CC(C)C)cc1 | 0.3% | 5.0% | i | 3.8
C=CC(=O)Nc1cccc(Nc2nc(N[C@H]3CC[C@H](N(C)C)CC3)nc3c2ncn3C(C)C)c1 | 4.4% | 14.8% | i | 1.3
CC[C@]12C(=O)N(C)C[C@H]([C@@H]3C(=O)N(Cc4ccccc4)C(=O)[C@@H]31)N2C(=O)c1ccccc1 | 1.8% | 10.1% | + | 11.0*
Cc1noc(C)c1COc1ccccc1C(=O)NC(C)CCc1ccccc1 (stereo not drawn) | -0.2%[50 µM] | -1.8% | i | 0.7
Oc1ccccc1C=NCCN1CCN(CCN=Cc2ccccc2O)C1c1ccccc1O (stereo not drawn) | -1.9% | 6.9% | i | 1.2
Cc1cc(C)c2c(n1)nn1c(NCCCN3CCOCC3)cc(C)nc21 | 1.2% | 0.8% | i | 0.6
COC1=CC(=O)C=C(OC)C1(O)CC(C)=O | 2.5% | -4.5% | i | 2.0
Cc1ccc2oc(=O)ccc2c1 | -1.1% | 6.5% | i | 1.6
CCN1C[C@@H]2[C@@H]3C(=O)N(C)C(=O)[C@@H]3[C@](C)(C1=O)N2C(=O)c1ccc(Cl)c(Cl)c1 | 0.1% | 2.2% | i | 1.4
Nc1nc(-c2ccccc2)c(CCCNc2ccccc2)c(=O)[nH]1 | 1.1% | 10.3% | i | 0.3
O=C(NNc1ccccc1)c1ccccc1 | -2.5% | -4.6% | i | 1.1
CC1CN(C(=S)Nc2ccccc2)C(C)CN1C=O (stereo not drawn) | -1.6% | 9.9% | i | 0.2
Nc1ccccc1-c1ccc([N+](=O)[O-])cc1 | 2.1% | 4.3% | i | 1.0
COc1cccc(CC(O)CC2c3c(cc4c(c3OC)OCO4)CCN2C)c1 (stereo not drawn) | 0.1% | 7.4% | i | 0.7
CN(CC(=O)Nc1ccc(F)c(F)c1F)C(=O)c1cc(S(=O)(=O)N(C)C)ccc1N1CCCC1 | 1.0%[50 µM] | 10.3% | i | 0.4
C#CCOCCOCCOCCNc1nc(N2CCOCC2)nc(N2CCN(C(=O)Cn3cc(CCCCN)nn3)CC2)n1 | 0.3% | 3.5% | i | 1.1
C=CCN1C=CC(=O)[C@@H](O)[C@H]1c1ccccc1Br | 0.2% | 7.1% | i | 0.1
O=C1C2C3C=CC(O3)C2C(=O)N1N=Cc1ccc2c(c1)OCO2 (stereo not drawn) | 0.0% | 8.2% | i | 0.5
O=C1CCC(CCc2nc3ccccc3[nH]2)(c2ccccc2)C(=O)N1 (stereo not drawn) | 1.4% | -2.7% | i | 0.6
COc1cc(C(C)=O)cc(OC)c1O | -6.4% | 6.3% | i | 0.8
COc1cc(C2c3cc4c(cc3OC(NCc3ccccc3)C2C)OCO4)cc(OC)c1OC (stereo not drawn) | 0.1% | 14.4% | ? | .
Cn1cc(C2OC(=O)c3ccccc32)c2ccccc21 (stereo not drawn) | -3.1% | 0.1% | i | 1.6
CCN1C(=O)[C@H]2[C@H]3CN=C(SC)N3[C@@](C)(C(=O)OC)[C@H]2C1=O | 0.2% | 8.5% | i | 0.2
CC1CN(C(C)C)C(=S)N(c2ccccc2)C1=O (stereo not drawn) | 1.9% | -0.1% | i | 1.5
CCN(C(=O)COC(=O)CCCOc1ccc(Cl)cc1C)c1c(N)n(Cc2ccccc2)c(=O)[nH]c1=O | 0.2%[50 µM] | -1.6% | i | 1.0
Cc1ccc(C(=O)C2CC2)cc1C | 6.1% | -2.6% | i | 1.0
Remaining list, next part
SMILES | K1F lysis inhibition | Rac1 GTP hydrolysis | Myeloid diff 2 | Myeloid diff 2 GFP+ MAC1+ %
C[C@H](CO)N1C[C@H](C)[C@@H](CN(C)S(=O)(=O)c2ccc(F)cc2)Oc2c(NC(=O)c3ccncc3)cccc2C1=O | 3.6% | 7.9% | i | 1.1
O=C(O)C(CCC(C(=O)O)c1ccccc1)c1ccccc1 (stereo not drawn) | i | 0.6% | i | 1.2
O=C1C=CC(=O)N1c1ccc2c(c1)C(NC(=O)C(F)(F)F)c1ccccc1-2 (stereo not drawn) | -4.0% | 7.2% | i | 1.1
COc1ccc(S(=O)(=O)N2CCCCC2)cc1NC(=O)CCC(=O)N1CCC(c2ccccc2)=N1 | 1.9% | 4.3% | i | 1.0
CN1C(=O)NC(=O)C1c1ccccc1 (stereo not drawn) | ? | 3.2% | i | 1.0
CC(=O)Nc1ccc2c(c1)Cc1c-2cc(Br)c(N)c1Br | -0.2% | 5.2% | i | 1.7
CCOC(=O)C(Cc1ccc(O)c([N+](=O)[O-])c1)N1C(=O)c2ccccc2C1=O (stereo not drawn) | 0.6% | -5.5% | i | 1.0
O=C1CCC(=O)c2ccc3c4c(ccc1c24)CC3 | 1.3% | 14.8% | i | 0.2
O=C1OCc2ccc([N+](=O)[O-])cc21 | -0.1% | 0.6% | i | 0.5
Cc1ccc(S(=O)(=O)N2CCN(C(=O)COC(=O)COc3ccc(Cl)cc3C)CC2)c(C)c1 | -0.2%[50 µM] | 3.6% | i | 0.3
CC(C)C1(c2ccsc2)NC(=O)NC1=O (stereo not drawn) | 1.4% | 11.5% | i | 1.1
CCN(C(C)=O)c1cnc(C=NNC(N)=S)c2ccccc12 | -0.7% | 1.2% | i | 6.2
O=c1c2ccccc2nnn1-c1ccccc1 | -0.9% | -3.4% | i | 1.4
CC1=CC2(C)C(C3C(C)=CC2(C)C(=O)C3(C)O)C(C)(O)C1=O (stereo not drawn) | 4.0% | -4.8% | i | 0.8
CC1(O)CC(C)(C)C(C#N)C(=O)N1 (stereo not drawn) | 6.0% | -0.2% | i | 0.7
Cc1cc2nnc(SCc3ccc4c(c3)OCO4)n2c2ccccc12 | 0.2% | -1.1% | i | 0.1
CC(C)C(=O)N1CCN(c2ccccc2NC(=O)c2ccc3c(c2)OCCO3)CC1 | 0.9% | 17.3% | i | 0.5
Cc1cccc(Nc2nnc(SCC(O)=C(C#N)c3nc4ccccc4[nH]3)s2)c1 | -2.8% | 4.7% | i | 5.3
C[C@H](CO)N1C[C@H](C)[C@@H](CN(C)S(=O)(=O)c2ccccc2)Oc2c(NC(=O)C3CC3)cccc2C1=O | 3.1% | 6.6% | i | 1.2
CCOC(=O)/C=c1/s/c(=C/c2ccc3cc(OC)ccc3c2)c(=O)n1CC(=O)NCc1ccc2c(c1)OCO2 | -1.3% | -4.9% | i | 0.8
O=C(C=Cc1ccccc1)c1cccs1 | 4.8% | 1.3% | i | 0.9
O=C1NC[C@H](Cc2ccccc2)N(C[C@H]2CCCN2C[C@H](Cc2ccccc2)N2C[C@H](Cc3ccccc3)N(CCc3ccccc3)C(=O)C2=O)C1=O | -0.1% | -8.7% | i | 4.0
CN(CCc1ccccc1)C(=O)c1ccc(NC(=O)Cc2ccc(NC(=O)C3CCN(C(=O)C4CCCCC4)CC3)cc2)cc1 | 0.2% | 10.2% | i | 0.7
CCC(=O)OC1(C(C)=O)CCC2C3CCC4=CC(=O)CCC4(C)C3CCC21C (stereo not drawn) | 1.9% | 0.8% | i | 0.5
Cn1cnc([N+](=O)[O-])c1S(=O)(=O)Oc1cccc2ccccc12 | -2.2% | 26.9% | ? | .
Cc1ccc(CNCCCn2cnc3c(OCc4ccccc4)ncnc32)o1 | -0.2% | 0.6% | i | 1.7
CC(C)c1ccc(C=NNc2ccc([N+](=O)[O-])cn2)cc1 | 0.8% | 1.4% | i | 0.4

Random excerpt: four compounds from above, in no set order.
SMILES | K1F lysis inhibition | Rac1 GTP hydrolysis | Myeloid diff 2 | Myeloid diff 2 GFP+ MAC1+ %
CN(CCc1ccccc1)C(=O)c1ccc(NC(=O)Cc2ccc(NC(=O)C3CCN(C(=O)C4CCCCC4)CC3)cc2)cc1 | 0.2% | 10.2% | i | 0.7
CC(C)c1ccc(C=NNc2ccc([N+](=O)[O-])cn2)cc1 | 0.8% | 1.4% | i | 0.4
CCC(=O)OC1(C(C)=O)CCC2C3CCC4=CC(=O)CCC4(C)C3CCC21C (stereo not drawn) | 1.9% | 0.8% | i | 0.5
O=C1NC[C@H](Cc2ccccc2)N(C[C@H]2CCCN2C[C@H](Cc2ccccc2)N2C[C@H](Cc3ccccc3)N(CCc3ccccc3)C(=O)C2=O)C1=O | -0.1% | -8.7% | i | 4.0

These rows are one share of the data, so the mix of outcomes need not match the whole.
